Compound activity as filed in PubChem BioAssay.
TRb-SRC2 inh: disrupts binding of human TR beta to SRC2; actives 0.065% (n = 280,000); AID 1469; Potency, µM (doses to about 106 µM), for inactives: at the top dose activity change, negative = inhibition, actives largely listed as inhibitors; TRbeta-SRC2 peptide binding, fluorescence polarization; receptor liganded with 1 µM T3; P10828;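 further: plate controls were bound peptide for no effect and peptide without receptor for full effect; nearly all actives have a fitted effect of over 50% in size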
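Human TRb LBD (0.6 uM) plus Texas Red-labeled SRC2 peptide (20 nM), 1uM T3, 5% DMSO, 5 hr at ambient temperature. Decreased polarization (555/632 nm) flags inhibition; data normalized to free and bound peptide controls.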
ALDH1A1 block: inhibitors of human aldehyde dehydrogenase 1A1; P00352; Purified ALDH1A1, NADH fluorescence, propionaldehyde substrate; Potency, µM (titrated, usually from 75.3 µM), for the others: at the highest dose activity, negative = inhibition, hits mostly inhibitors; actives 7.3% (n = 220,000); AID 1030; active means well fitted inhibition curve with a large enough effect, not every such curve was filed as active; inconclusive means small, poorly fitted or top-dose-only effect, or another doubt; inactive means no such curve, though single readings can be large or run the other way;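 further: plate controls were no enzyme wells and a reference inhibitor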
L3MBTL1 block: blocks human L3MBTL1; AlphaScreen L3MBTL1–H3K9me1 peptide binding; actives 0.66% (n = 230,000); Q9Y468; AID 485360; Potency, µM (titrated, usually from 57.1 µM), for the others: top-dose activity, negative = inhibition, usual class: inhibitors; further: nearly all actives have a fitted effect of over 60% in size
Target sequence (Q9Y468 whole entry, looked up): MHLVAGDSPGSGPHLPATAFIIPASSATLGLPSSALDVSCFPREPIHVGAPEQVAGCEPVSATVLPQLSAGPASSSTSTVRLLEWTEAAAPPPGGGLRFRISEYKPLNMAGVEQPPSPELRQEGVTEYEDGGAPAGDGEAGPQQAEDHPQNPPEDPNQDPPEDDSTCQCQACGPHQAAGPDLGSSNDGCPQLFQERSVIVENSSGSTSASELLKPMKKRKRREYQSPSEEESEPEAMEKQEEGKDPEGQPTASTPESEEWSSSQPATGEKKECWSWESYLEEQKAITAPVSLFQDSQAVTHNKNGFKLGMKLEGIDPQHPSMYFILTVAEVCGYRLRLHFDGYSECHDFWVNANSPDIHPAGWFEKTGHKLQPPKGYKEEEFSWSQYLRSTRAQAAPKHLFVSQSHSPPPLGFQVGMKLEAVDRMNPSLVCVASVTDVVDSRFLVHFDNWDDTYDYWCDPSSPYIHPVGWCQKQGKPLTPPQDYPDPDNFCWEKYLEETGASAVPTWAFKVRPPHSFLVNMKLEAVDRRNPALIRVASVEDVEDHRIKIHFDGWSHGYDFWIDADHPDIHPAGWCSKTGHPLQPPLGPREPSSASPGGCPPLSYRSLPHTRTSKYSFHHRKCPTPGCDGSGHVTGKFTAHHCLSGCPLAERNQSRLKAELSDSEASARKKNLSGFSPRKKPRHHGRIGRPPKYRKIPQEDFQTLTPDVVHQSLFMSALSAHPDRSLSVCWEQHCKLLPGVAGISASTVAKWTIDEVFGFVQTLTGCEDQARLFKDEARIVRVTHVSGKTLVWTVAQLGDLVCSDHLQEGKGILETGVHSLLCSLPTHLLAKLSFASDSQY
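AlphaScreen proximity signal between nickel-chelate acceptor and streptavidin donor beads (final 10 ug/mL) reports binding of 50 nM L3MBTL1 to 75 nM biotin-H3 K9me1 peptide; complex incubated with compounds 30 min at room temperature; cefsulodin titration as control.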
GLA spleen mod: alpha-galactosidase A (human) modulation; Potency, µM (titrated, usually from 80 µM), for inactives: at the highest dose activity change, negative = inhibition, actives largely listed as inhibitors; human spleen homogenate, 4MU-alpha-Gal fluorescence, 40 min; actives 0.008% (n = 240,000); AID 2107; P06280;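 further: 0% = enzyme with vehicle and -100% = no enzyme basal signal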
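Human spleen homogenate (1 ug) as enzyme source, 4-methylumbelliferyl-alpha-D-galactopyranoside 1 mM final, citrate/phosphate pH 5.0 with 0.01% Tween-20. Compounds 40 min at 37C, NaOH/glycine stop; fluorescence Ex 365/Em 440, Hill-fit AC50.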
Tau fibril FP: blocks human tau fibril formation measured by polarization; actives 0.39% (n = 280,000); P10636; K18 P301L tau heparin fibrillization, Alexa594 FP, 6 h; Potency, µM (doses to about 57.7 µM), without a hit: top-dose activity, negative = inhibition, usual class: inhibitors; further: nearly all actives have a fitted effect of over 55% in size
Target sequence (P10636 561-689 P618L limits assumed): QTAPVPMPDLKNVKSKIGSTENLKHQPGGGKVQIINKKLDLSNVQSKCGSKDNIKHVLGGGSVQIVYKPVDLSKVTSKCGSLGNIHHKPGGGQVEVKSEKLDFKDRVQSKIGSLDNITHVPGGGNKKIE
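Compound effects on tau fibrillization are measured by Alexa 594 fluorescence polarization (ex 555, em 632 nm). K18 P301L tau is used at 15 uM with 0.24 uM labeled tracer, and 20 uM heparin induces aggregation over 6 hr at 37 C.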
Tau fluor cs: counter-screen for tau fibril formation inhibitors; tau K18 P301L Alexa594 fluorescence, heparin fibrillization; Potency, µM (highest dose often 57.7 µM), for the others: top-dose activity change, negative = decrease; actives 0.93% (n = 280,000); AID 1463; further: nearly all actives have a fitted effect of over 55% in size
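Human tau K18 P301L (15 uM unlabeled, 0.24 uM Alexa 594-labeled) in 100 mM sodium acetate pH 7 with 20 uM heparin, 6 hr at 37 C. ThT 30 uM added, 1 hr ambient; Alexa 594 FP and total fluorescence read at 555/632 nm.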
Tau fibril ThT: tau fibrillization inhibition (ThT binding); P10636; recombinant tau K18 P301L (four-repeat tau fragment), heparin-induced fibrillization, ThT fluorescence; Potency, µM (top dose mostly 57.4 µM), without a hit: top-dose activity, negative = inhibition, most hits filed as inhibitors; actives 2.1% (n = 270,000); further: nearly all actives have a fitted effect of over 55% in size
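Tau K18 P301L fragment (15 uM unlabeled plus 0.24 uM Alexa 594-labeled) in 100 mM sodium acetate pH 7 with compound, fibrillization induced by 20 uM heparin for 6 hr at 37 C. Thioflavin T (30 uM) added, fluorescence read after 1 hr (ex 450, em 510 nm).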
TexasRed fluor: alters Texas Red total fluorescence, flagging assay interference; actives 0.29% (n = 280,000); Potency, µM (highest dose often 106 µM), without a hit: at the top dose fluorescence change, negative = quenching; TRb/SRC2 Texas Red total fluorescence interference; active means well fitted curve in either direction with a large enough effect; inconclusive means small, poorly fitted or top-dose-only effect
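Human TRb ligand-binding domain at 0.6 uM with 20 nM Texas Red SRC2 peptide in Tris buffer containing 1 uM T3 and 5% DMSO, incubated with compound 5 h at ambient temperature. Total fluorescence (555/632 nm) calculated as parallel + 2 × perpendicular.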
The depositor's hits bear a star; ? = inconclusive; / = not tested or not shown; [ ] = dose if it differs, or a comment. Unless noted, the call rests on the fitted dose curve; in most records, active means well fitted curve in the direction sought with a large enough effect; inconclusive means small, poorly fitted or top-dose-only effect, or another doubt; inactive means no such curve, though single readings can be large; an effect the other way counts as inactive or inconclusive. Unless noted, on the % scale 0 is the no-effect control and ±100 the full control effect; potency means the concentration at half of the fitted maximal effect.

SMILES	TRb-SRC2 inh	ALDH1A1 block	L3MBTL1 block	GLA spleen mod	Tau fibril FP	Tau fluor cs	Tau fibril ThT	TexasRed fluor
CC1CCCC(C)N1/N=C/c1ccccc1OC(F)F (stereo not given)	-4%	0%	-16%	-9%	3%	2%	1%	-2%
NC(=O)c1c(NC(=O)c2nc(SCc3ccccc3F)ncc2Cl)sc2c1CCCC2	2%	/	/	/	1%	0%	0%	2%
O=C1CN(C(=O)c2ccc(S(=O)(=O)N3CCCCC3)cc2)C(c2ccc(F)cc2)c2cc(Cl)ccc2N1 (stereo not given)	7%	/	/	/	-8%	-29%	?	-1%
COCCNC(=O)C(OC(=O)CC1Sc2ccccc2NC1=O)c1ccncc1 (stereo not given)	8%	18%	/	2%	-1%	-4%	-9%	3%
CN=C1SC(CC(=O)Nc2sc3c(c2C#N)CCCC3)C(=O)N1C (stereo not given)	-1%	?	38%[activator]	1%	?	-9%	0%	-7%
Cc1cc(Oc2ccc(=O)n(C)n2)nc(=S)[nH]1	-4%	-4%	7%	-3%	-9%	-5%	?	-3%
O=C(c1ccccc1)N1CCCC(c2nc3c(nnn3Cc3ccc(F)cc3F)c(=O)[nH]2)C1 (stereo not given)	6%	/	/	/	8%	8%	?	-2%
COc1ccc(C(CNC(=O)c2ccc(S(=O)(=O)N(C)C)cc2)N(C)C)cc1 (stereo not given)	-10%	?	10%	0%	-5%	2%	-4%	-1%
CCC(C(=O)OCC(=O)Nc1cccc(OC)c1)c1ccccc1 (stereo not given)	8%	0%	12%	-1%	3%	-21%	-5%	0%
N#C/C(=C\C1=C(N2CCOCC2)C(=C/c2cccc([N+](=O)[O-])c2)/CC1)C(=O)Nc1ccccc1F	2%	5%	?	3%	?	8%	2.2µM*	2%
O=C(Oc1c(-c2ccccc2)c(=O)n2c3c(cccc13)CC2)c1ccc(F)cc1	-3%	/	7%	0%	-5%	-18%	?	2%
COc1ccc(-c2cn(-c3ccc(Cl)cc3)c3[n+]2CCCCC3)cc1	-3%	/	15%	-9%	2%	10%	2%	-3%

The last 5 compounds of the section above come first, to join the parts.
SMILES	TRb-SRC2 inh	ALDH1A1 block	L3MBTL1 block	GLA spleen mod	Tau fibril FP	Tau fluor cs	Tau fibril ThT	TexasRed fluor
COc1ccc(C(CNC(=O)c2ccc(S(=O)(=O)N(C)C)cc2)N(C)C)cc1 (stereo not given)	-10%	?	10%	0%	-5%	2%	-4%	-1%
CCC(C(=O)OCC(=O)Nc1cccc(OC)c1)c1ccccc1 (stereo not given)	8%	0%	12%	-1%	3%	-21%	-5%	0%
N#C/C(=C\C1=C(N2CCOCC2)C(=C/c2cccc([N+](=O)[O-])c2)/CC1)C(=O)Nc1ccccc1F	2%	5%	?	3%	?	8%	2.2µM*	2%
O=C(Oc1c(-c2ccccc2)c(=O)n2c3c(cccc13)CC2)c1ccc(F)cc1	-3%	/	7%	0%	-5%	-18%	?	2%
COc1ccc(-c2cn(-c3ccc(Cl)cc3)c3[n+]2CCCCC3)cc1	-3%	/	15%	-9%	2%	10%	2%	-3%
CC(=O)Nc1nonc1-c1nnc(SCC(=O)N(C)c2ccccc2)n1C	-3%	/	/	/	0%	-2%	-1%	-26%
Cc1ccc(NC(=O)COC(=O)c2cccnc2)cc1	5%	-3%	/	-3%	5%	-5%	-6%	2%
COC(=O)Nc1sc(C(=O)N(C)C)c(C)c1C(=O)OC	1%	-1%	10%	0%	-4%	-1%	1%	1%
O=C(NCC1CCCO1)c1cc(-c2ccccc2)nc2ccccc12 (stereo not given)	-7%	?	59%[activator]	-20%	-1%	-12%	-9%	2%
Oc1ccc(C=NC2CCCCC2)cc1	1%	/	-3%	6%	-5%	-8%	-14%	-6%
CC1=C(c2ccc(Cl)cc2)S(=O)(=O)N=C1N1CCN(c2cccc(C)c2)C(C)C1 (stereo not given)	0%	/	/	/	12%	-17%	?	-2%
Cn1c(SCC(=O)C(C)(C)C)nnc1-c1cccnc1	-15%	-8%	-2%	0%	-8%	4%	2%	2%
CCN1CCN(c2ncc(C(=O)Nc3ccccc3C(=O)OC)c3ccccc23)CC1	4%	-7%	-1%	6%	2%	-7%	2%	-5%
O=C(O)/C=C\C(=O)Nc1ccc(N2CCN(c3ccc(F)cc3)CC2)cc1	-3%	8.9µM*	?	2%	-16%	?	5.6µM*	-4%
COc1ccc(-n2c(C)nc3c(cnn3-c3ccc(F)cc3)c2=O)cc1	-1%	/	/	/	-2%	-8%	-8%	-1%
CC1CCCCN1C(=O)Cc1ccc(F)cc1 (stereo not given)	5%	-7%	21%[11.4 µM]	-1%	1%	6%	3%	0%
O=C(CSc1ccc(-c2cccs2)nn1)Nc1ccccc1F	-11%	-5%	/	-7%	-10%	-14%	-13%	1%
CC(=O)c1c(N)c(C#N)c(C)n1-c1ccc(Br)cc1	2%	14%	-7%[11.4 µM]	3%	2%	1%	2%	0%
Cc1nnc(NCc2ccc(F)cc2)c2c1nnn2Cc1ccccc1Cl	1%	/	/	/	3%	7%	14%	0%
O=c1cc(CSc2ccc(Cl)cc2)nc(N2CCCCC2)[nH]1	0%	1%	0%	1%	-2%	-4%	-13%	1%
Cc1cc(C)nc(N(C#N)S(=O)(=O)c2ccccc2Cl)n1	-5%	-2%	17%	4%	8%	1%	1%	-6%
Cc1onc(-c2ccccc2)c1C(=O)NNC(=S)NC(=O)/C=C/c1ccccc1	0%	4%	-5%	2%	1%	1%	4%	3%
COc1ccc(OC)c(NC(=O)CSc2nnc(C3CCCCC3)n2-c2ccccc2)c1	-1%	?	-2%	0%	7%	-6%	-6%	1%
O=C(NCCc1ccccc1)c1ccc2c(c1)CCN2S(=O)(=O)c1ccccc1	-12%	/	/	/	-6%	-27%	3%	0%
CN1CCc2c(sc(/N=C/c3ccco3)c2C(N)=O)C1	-14%	?	-5%	?	?	-11%	?	10%
Cc1cccc(-c2nnc3sc(-c4ccccc4)nn23)c1	2%	0%	-4%	7%	-3%	5%	-1%	-4%
COc1ccc(-c2n[nH]c(=S)n2/N=C/c2cccn2C)cc1	-5%	/	-23%	-3%	3%	-18%	-14%	-3%
CC(C)NCC(=O)NC12CC3CC(CC(C3)C1)C2	3%	5%	/	-6%	-6%	-9%	5%	-10%
CCn1nc(C)c(/C=N/NC(=O)Cn2cncn2)c1C	-3%	/	55%[activator]	-19%	6%	-5%	-1%	-6%
Cc1ccccc1OCCCN1CCCC1	3%	6%	-19%	-16%	-1%	2%	-4%	-1%
CN(CC1COc2ccccc2O1)C(=O)c1ccc(N(C)C)cc1 (stereo not given)	6%	5.6µM*	-21%	-6%	6%	4%	-8%	1%
CC(C)CCNC(=O)COc1cccc2c1OC(C)(C)C2	10%	14%	4%	9%	2%	3%	11%	-2%
COc1ccccc1N1CCN(C(=O)CCn2nc(C)c(S(=O)(=O)N3CCCC3)c2C)CC1	-7%	/	/	/	-2%	0%	-1%	0%
CC(C)Sc1nnc(Cn2c(=O)sc3ccccc32)n1-c1ccccc1	4%	-6%	-5%	-6%	9%	3%	-3%	-1%
Cc1ccc(NC(=O)Cn2c(=O)n(Cc3ccc(F)cc3)c(=O)c3cccnc32)cc1C	-3%	/	/	/	?	5%	12%	2%
Cc1ccc(C)c(N2CCN(C(=O)c3ccc4nc(-c5ccco5)c(-c5ccco5)nc4c3)CC2)c1	8%	?	-13%	21%	8%	-22%	?	0%
CCc1ccccc1N(CC(=O)NCCSCc1ccco1)S(C)(=O)=O	3%	?	-4%	-2%	4%	-11%	-17%	6%
Cc1nc(C)c(C(=O)NNC(=O)c2ccc(Br)cc2)s1	-4%	-12%	32%[activator]	13%	-6%	2%	5%	-9%
CCn1c(C)nc2cc(C(=O)OC(C(F)(F)C(F)F)C(F)(F)C(F)F)ccc21	-6%	6%	3%	2%	-4%	-21%	?	-2%
C#CCOCCOCCOCCNc1nc(N2CCN(C(=O)[C@H](CCC(=O)O)n3cc(C(N)[C@H](C)CC)nn3)CC2)nc(N2CCN(C(=O)[C@H](CCC(=O)O)n3cc(C(N)[C@H](C)CC)nn3)CC2)n1 (stereo not given in full)	1%	4%	-2%	-6%	6%	5%	?	0%
CC(NC(=O)CCC1COc2ccccc2O1)c1ccccc1 (stereo not given)	-15%	-4%	/	3%	1%	-1%	-3%	2%
Cc1nnc(NC(=O)c2ccc3c(c2)C(=O)N(CC2CCCO2)C3=O)s1 (stereo not given)	-3%	?	1%	2%	1%	2%	-6%	-1%
Cc1ccc(-c2nc3nc4ccccc4nc3n2Cc2ccco2)cc1	-4%	?	/	0%	0%	5%	-11%	0%
CCc1ccccc1NC(=O)CC1SCCNC1=O (stereo not given)	3%	7%	/	-1%	-10%	-14%	-8%	-6%
O=C(CN1CCN(S(=O)(=O)c2ccc(Br)cc2)CC1)Nc1ccc2c(c1)OCO2	3%	?	-5%	0%	2%	-19%	-7%	-1%
Cc1ccccc1NC(=O)c1ccc(COc2ccc3c(C)cc(=O)oc3c2)cc1	-20%	?	0%	-4%	-4%	-9%	?	0%
COC(=O)CCSCC(=O)N1N=C(c2ccc(OC)cc2)CC1c1cccc(OC)c1OC (stereo not given)	1%	-3%	-17%	-7%	7%	-8%	-11%	1%
CC(=O)Nc1ccc(-c2csc(N/N=C(/C)c3ccccc3)n2)cc1	3%	/	/	7%	?	11µM*[quencher]	/	1%
CCCS(=O)(=O)c1c(S(=O)(=O)CCC)c2ccc(C(N)=O)cn2c1C(=O)c1ccc(F)cc1	6%	-15%	3%	-12%	-6%	-14%	-13%	-1%
O=C(C1Cc2ccccc2CN1S(=O)(=O)c1ccc(F)cc1)N1CCCCCC1 (stereo not given)	-3%	?	6%	-18%	0%	-16%	-13%	-2%
O=C(NCCCn1ccnc1)c1cc(-c2cccc(O)c2)on1	-3%	/	/	9%	1%	15%	/	-3%
O=C(N/N=C/c1ccc([N+](=O)[O-])o1)c1cn2ccc3ccccc3c2n1	4%	6%	-4%	4%	-5%	-12%	?	0%
